CCT chaperon mod – modulators of cytosolic chaperonin (CCT/TRiC) activity; AID 651819; 0.3% of 360,000 active; purified chaperonin ATPase assay, HTRF ADP detection, 30 min; activity change, % (concentration not given with the values), hits read low; in the data active = activity change below about -30%; also: % is scaled to controls: 0 for no effect and ±100 for the full control effect
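Nucleotide hydrolysis assay: TRiC at 20–40 nM final (set by batch activity) with 10 uM ATP, 30 min at 37 °C, in presence of 76 uM compound. Detection by competitive ADP HTRF, 30 min ambient.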
EPAC1 agonist – EPAC1 (human) agonism; O95398; EPAC1 agonist qHTS, biochemical assay; response scale: 100% = response to 6.5 mM cAMP; Potency, µM (top dose mostly 154 µM), for inactives: top-dose activation, usual class: activators; 0.073% of 360,000 active; also: potency is read from the fitted curve at half-maximal effect; nearly all actives have a fitted effect of over 60% in size
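Nucleotide exchange assay: 100 nM EPAC1 with 250 nM Rap1B loaded with BODIPY-GDP and 50 uM GDP, room temperature. Fluorescence (480/540 nm) read every 5 min for 30 min; signal change normalized to 6.5 mM cAMP as full agonist.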
EPAC1 antag – blocks human EPAC1 exchange factor; O95398; EPAC1 GEF assay, Rap1b-BODIPY-GDP exchange fluorescence; Potency, µM (highest dose often 115 µM), for inactives: at the top dose activity change, negative = inhibition, usual class: inhibitors; 0.14% of 360,000 active; AID 720709;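 also: potency is read from the fitted curve at half-maximal effect; plate controls were vehicle for no effect and positive control for full effect; nearly all actives have a fitted effect of over 50% in size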
EPAC2 antagonist – EPAC2 (human) antagonism; Q8WZA2; EPAC2 GEF exchange of Rap1B-BODIPY-GDP, fluorescence; Potency, µM (series often up to 114 µM), without a hit: top-dose activity, negative = inhibition, actives largely listed as inhibitors; 0.18% of 360,000 active; also: potency is read from the fitted curve at half-maximal effect; % is scaled to controls: 0 for no effect and ±100 for the full control effect; nearly all actives have a fitted effect of over 45% in size; many of its hits are not listed in these tables
PLK1 PBD inh – PLK1 (human) polo-box domain binding inhibition; Plk1 PBD binding of FITC phosphopeptide, fluorescence polarization; AID 720504; 2.8% of 360,000 active; Potency, µM, inactives show max response, negative = inhibition, most hits filed as inhibitors; also: potency is read from the fitted curve at half-maximal effect; series mostly up to about 57 µM; % is scaled to controls: 0 for no effect and ±100 for the full control effect; nearly all actives have a fitted effect of over 65% in size
Target sequence (P53350 whole entry, looked up, the tested form may be a part): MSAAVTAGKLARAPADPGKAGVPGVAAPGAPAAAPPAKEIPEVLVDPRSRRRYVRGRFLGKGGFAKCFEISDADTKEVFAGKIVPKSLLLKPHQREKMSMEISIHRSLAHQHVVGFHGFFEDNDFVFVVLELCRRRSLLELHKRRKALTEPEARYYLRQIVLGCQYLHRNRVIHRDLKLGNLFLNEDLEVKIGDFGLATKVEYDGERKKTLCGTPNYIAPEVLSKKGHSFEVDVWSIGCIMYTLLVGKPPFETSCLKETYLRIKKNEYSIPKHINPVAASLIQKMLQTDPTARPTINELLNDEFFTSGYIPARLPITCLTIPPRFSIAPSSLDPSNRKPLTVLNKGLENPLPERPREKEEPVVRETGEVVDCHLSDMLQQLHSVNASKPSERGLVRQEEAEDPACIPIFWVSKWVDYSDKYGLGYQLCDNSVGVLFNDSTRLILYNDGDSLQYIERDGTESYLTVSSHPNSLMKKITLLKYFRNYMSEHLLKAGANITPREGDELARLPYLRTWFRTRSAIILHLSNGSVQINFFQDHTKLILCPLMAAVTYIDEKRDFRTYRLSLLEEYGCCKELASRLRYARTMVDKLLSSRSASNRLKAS
WRN helicase inh – blocks human WRN helicase | Potency, µM (series often up to 114 µM), without a hit: at the top dose activity change, negative = inhibition, usual class: inhibitors | Q14191 | 0.46% of 360,000 active | WRN helicase unwinding, fluorescent forked duplex, kinetic | AID 651768; also: potency is read from the fitted curve at half-maximal effect; % is scaled to controls: 0 for no effect and ±100 for the full control effect; nearly all actives have a fitted effect of over 55% in size
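Kinetic fluorescence helicase assay: unwinding of a quenched forked DNA duplex (100 nM final) with 2 mM ATP final raises red fluorescence (525/598 nm). Compounds sat 15 min at room temperature with 20 nM WRN beforehand.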
Mm-Cpn inhibitor – inhibitors of Methanococcus maripaludis chaperonin (MmCpn) | purified Mm-Cpn ATPase, ADP Transcreener TR-FRET | Potency, µM (doses to about 76.9 µM), inactives show at the top dose activity, negative = inhibition, actives largely listed as inhibitors | 0.031% of 330,000 active; also: potency is read from the fitted curve at half-maximal effect; % is scaled to controls: 0 for no effect and ±100 for the full control effect; nearly all actives have a fitted effect of over 80% in size
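ATPase read-out: TR-FRET ADP immunoassay (anti-ADP Eu cryptate vs ADP-d2), ex 320 nm, em 590/665 nm; signal drops as ADP forms. Enzyme 25 nM, ATP 10 uM, 30 min at 37°C after 10 min compound preincubation.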
PI5P4K alpha inh – PI5P4K alpha (human) kinase inhibition; P48426; PI5P4Kalpha enzyme, ADP-Glo luminescence, 60 min; hits give low values; max response, %; 1.2% of 330,000 active; AID 652105; active = max response of -50% or lower; inconclusive = between -30% and -50%; inactive = -30% or higher; also: value at the top dose of about 77 µM; % is scaled to controls: 0 for no effect and ±100 for the full control effect
Target sequence (P48426 whole entry, looked up): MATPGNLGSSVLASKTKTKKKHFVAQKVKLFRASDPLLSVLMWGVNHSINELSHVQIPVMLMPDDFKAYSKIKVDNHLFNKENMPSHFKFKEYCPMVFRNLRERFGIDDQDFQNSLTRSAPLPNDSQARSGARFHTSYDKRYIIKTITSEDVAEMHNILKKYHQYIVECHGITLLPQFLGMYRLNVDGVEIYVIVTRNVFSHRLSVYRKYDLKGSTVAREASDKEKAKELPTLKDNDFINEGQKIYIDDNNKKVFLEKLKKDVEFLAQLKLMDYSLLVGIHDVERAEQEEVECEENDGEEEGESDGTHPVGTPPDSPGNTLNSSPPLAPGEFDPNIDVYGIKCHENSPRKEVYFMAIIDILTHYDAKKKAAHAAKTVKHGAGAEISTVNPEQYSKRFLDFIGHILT
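Reactions run in 0.038 M HEPES pH 7.4, 0.28 mM EGTA, 0.1% CHAPS and 5% DMSO, with PI5P4Kalpha, substrate, compound and 5 microM ATP final, one hour at room temperature. Readout is ADP-Glo luminescence.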
Starred values were filed as active, the others as inactive; ? = inconclusive; . = not tested or not shown; [ ] = dose if it differs, or a comment. Unless noted, calls follow the shape of the dose curve; as a rule, active = well fitted curve in the direction sought with a large enough effect; inconclusive = small, poorly fitted or top-dose-only effect, or another doubt; inactive = no such curve, though single readings can be large; an effect the other way counts as inactive or inconclusive.

Results follow in this order: CCT chaperon mod	EPAC1 agonist	EPAC1 antag	EPAC2 antagonist	PLK1 PBD inh	WRN helicase inh	Mm-Cpn inhibitor	PI5P4K alpha inh
CC(=NC1CCCCC1)C1=C(O)c2ccccc2C1=O
→ -3.0	1%	2%	1%	-8%	-9%	-3%	.
COc1ccc(C2=Nc3ccccc3N(C(=O)c3ccncc3)C2C(=O)NC(C)(C)C)cc1 (stereo not drawn)
→ .	-4%	-24%	6%	-1%	9%	.	-8
Cc1cc(OCc2cn(CC(=O)c3ccc(O)cc3)nn2)ccc1[N+](=O)[O-]
→ -3.5	-4%	-21%	-8%	-18%	-6%	.	-6
CCCCCCCCCCOC(=O)C[N+](C)(C)C/C=C(/C)Cl
→ -1.4	1%	-3%	-4%	30µM*	0%	2%	-7
CC(NS(=O)(=O)c1ccc(Cl)cc1)C(=O)Nc1ccc2c(c1)OCCO2 (stereo not drawn)
→ -38*	0%	5%	2%	-2%	0%	-1%	-3
COC(=O)c1ccc(CSc2nc3ccccc3c(=O)n2Cc2ccco2)o1
→ 0.6	20%	-19%	-5%	-11%	-12%	1%	.
O=C(NCCCN1CCc2ccccc2C1)Nc1ccc(Cl)cc1
→ -1.3	0%	6%	-1%	-16%	-3%	-1%	.
CCOC(=O)Cn1c(-c2ccc(Cl)nc2)nc2ccccc21
→ 1.4	0%	6%	12%	1%	-9%	1%	.
COc1ccc(S(=O)(=O)N2CCOCC2)cc1NC(=O)COc1ccc(C)cc1
→ -1.9	1%	-21%	-16%	-18%	-29%	0%	4
O=C(c1cc(-c2ccc(Br)cc2)n[nH]1)N1CCN(C(=O)c2ccccc2Br)CC1
→ 1.9	0%	?	-5%	-5%	-21%	-1%	-23
C#CCNC(=O)C1=C[C@@H](c2ccccc2)[C@H](CCCO)[C@@H](OCC)O1
→ -2.3	-4%	2%	3%	-7%	2%	.	-2
CCC(C)[C@H](NC(=O)N1CC(=O)Nc2ccccc21)C(=O)N[C@H](Cc1ccccc1)C(=O)O (stereo partly drawn)
→ 0.9	-18%	9%	-7%	-2%	10%	-1%	5
NNC(=O)c1cc(O)c(O)c(O)c1
→ -1.0	3%	-30%	5%	?	-16%[57.1 µM]	-7%	-17
Cc1ccccc1NC(=O)c1nc[nH]c1C(=O)NCc1ccccc1
→ -2.2	-10%	-12%	4%	5%	-6%	4%	-2
CCCn1c(SCC(=O)Nc2cccc(S(=O)(=O)N(C)C)c2)nc2ccccc2c1=O
→ -3.6	14%	-3%	-10%	-1%	-6%	-1%	-1

(list continues)
Results follow in this order: CCT chaperon mod	EPAC1 agonist	EPAC1 antag	EPAC2 antagonist	PLK1 PBD inh	WRN helicase inh	Mm-Cpn inhibitor	PI5P4K alpha inh
O=C(N/N=C/c1ccncc1)/C(=C/c1ccccc1)NC(=O)c1ccccc1
→ -7.5	-6%	8%	-1%	-4%	1%	-8%	.
CC(C)(C)N(Cc1cc2ccccc2[nH]c1=O)C(=O)C1CCCCC1
→ 1.2	7%	-20%	3%	-2%	-6%	0%	1
Cc1cc(C)nc(/N=C(/NC(=O)Nc2ccc(Cl)c(Cl)c2)Nc2cccc(Cl)c2)n1
→ -2.6	-2%	-25%	-6%	-9%	6%	-1%	-9
CCOc1cccc(C(=O)Nc2nnc(-c3ccco3)s2)c1
→ -0.8	8%	-3%	24%	-22%	-20%	-7%	0
CC1=CC=CN2CC(O)CN=C12 (stereo not drawn)
→ -3.4	0%	4%	0%	-1%	-1%	1%	10
O=C(CN1C(=O)NC2(CCc3ccccc32)C1=O)NCc1ccc(F)cc1 (stereo not drawn)
→ 0.1	1%	14%	15%	-6%	-7%	4%	1
Cc1ccc(N2C(=O)N(CC(=O)N(C)Cc3ccccc3)C(=O)C2C)cc1 (stereo not drawn)
→ -1.5	4%	-3%	-4%	0%	-5%	?	.
O=C(COc1ccccc1)NC1CCCCC1
→ -0.1	-6%	-23%	-11%	-12%	-14%	0%	7
CCCCCCCCN1C(=O)[C@H](CC(=O)NCC23CC4CC(CC(C4)C2)C3)C[C@@]2(C(=O)OCC)CCC=C12
→ .	-9%	17%	-11%	-2%	-5%	.	7
COc1ccc(CNC(=O)C(=O)NCCC2CCCCN2S(=O)(=O)c2ccc(C)cc2)cc1 (stereo not drawn)
→ 1.2	2%	10%	-28%	0%	-4%	-2%	3
CC(=O)N1N=C(c2ccccc2)CC1c1cn(Cc2ccccc2)c2ccccc12 (stereo not drawn)
→ 2.5	17%	-24%	-5%	-5%	-5%	-7%	-7
Cc1cccc(S(=O)(=O)NC(=O)C2(C)CCN2C(=O)CC2CCCCC2)c1 (stereo not drawn)
→ 1.0	-8%	-7%	3%	-4%	0%[57.1 µM]	.	0
CC(C)CCNC(=O)CNC(=S)N(CCCN1CCOCC1)Cc1cccs1
→ 0.9	-3%	3%	-7%	-1%	-10%	0%	17
CCOc1ccc(N=C(NN)c2ccc3ccccc3n2)cc1
→ -1.1	-4%	-29%	-5%	?	9%	2%	-12
CC12CC3CC(C)(C1)CC(C(=O)NC(=S)N1CCOCC1)(C3)C2
→ 5.0	6%	-7%	4%	-3%	-2%	0%	.

Quoted at random: 2 compounds from above.
Results follow in this order: CCT chaperon mod	EPAC1 agonist	EPAC1 antag	EPAC2 antagonist	PLK1 PBD inh	WRN helicase inh	Mm-Cpn inhibitor	PI5P4K alpha inh
Cc1cc(C)nc(/N=C(/NC(=O)Nc2ccc(Cl)c(Cl)c2)Nc2cccc(Cl)c2)n1
→ -2.6	-2%	-25%	-6%	-9%	6%	-1%	-9
CC(C)CCNC(=O)CNC(=S)N(CCCN1CCOCC1)Cc1cccs1
→ 0.9	-3%	3%	-7%	-1%	-10%	0%	17

The listing continues:
Results follow in this order: CCT chaperon mod	EPAC1 agonist	EPAC1 antag	EPAC2 antagonist	PLK1 PBD inh	WRN helicase inh	Mm-Cpn inhibitor	PI5P4K alpha inh
CC1(C)Cc2c(sc(NC(=O)c3ccccc3)c2C(=O)O)CO1
→ -1.0	-1%	-15%	-4%	13µM*	-19%	-2%	-22
CC(C)n1c(=O)c2ccccc2n1Cc1cn(Cc2cccnc2)nn1
→ -0.4	0%	14%	4%	-11%	6%	.	-1
Cn1c(NCCCO)nc2ccccc21
→ 0.0	1%	-2%	-3%	-9%	-1%	1%	1
CC(C)CCC(CCN1CCOCC1)c1ccc2c(c1)OCO2 (stereo not drawn)
→ -0.7	3%	0%	-5%	1%	-4%	1%	.
CSc1nc(NC(C)=O)nc(C)c1Br
→ -1.0	0%	-2%	9%	-2%	6%	0%	-4
O=C(CSc1ccc(S(=O)(=O)N2CCOCC2)cn1)Nc1ccc(OC(F)F)cc1
→ -1.6	-5%	-3%	2%	-4%	0%	-13%	12
Cc1ccccc1N=Cc1cc2c(cc1O)OC(N)=C(C#N)C2c1ccccc1 (stereo not drawn)
→ 2.3	4%	-1%	-11%	21%	?	-1%	?
Cc1ccc2oc(-c3cccc(NC(=S)NC(=O)c4cccs4)c3)nc2c1
→ -5.3	6%	6%	9%	-12%	8%	-1%	-5
CCN(c1ccccc1)S(=O)(=O)c1ccc(Cl)c(NC(=O)CN2CCN(C)CC2)c1
→ 0.1	-6%	-11%	4%	-1%	4%	0%	-3
Cc1ccc(-n2nnnc2SCC(=O)c2cc(C)n(-c3cc(C)on3)c2C)c(C)c1
→ 0.9	8%	8%	4%	3%	-6%	-4%	.
CN(C(=O)c1cccc(NC(=O)Cc2ccc(NC(=O)C3CCN(C(=O)c4ccccc4)CC3)cc2)c1)C1CCCC1
→ -1.4	12%	-10%	-4%	-5%	1%	.	-4
CCOc1ccc(C2CC(c3ccc(OC)cc3)n3ncnc3N2)cc1 (stereo not drawn)
→ 0.4	1%	-23%	-22%	-18%	1%	-1%	1
O=C1[C@@H]2[C@H](C(=O)N1O)[C@H]1C=C[C@@H]2C1
→ -0.4	-3%	0%	0%	-4%	-4%	1%	0
CCOc1ccccc1Nc1nnc(SCC(=O)NC(Cc2c[nH]c3ccccc23)C(=O)O)s1 (stereo not drawn)
→ -2.9	3%	-16%	-1%	-13%	-32%	-1%	-10
CC(=O)Nc1sc(N/N=C/c2ccc(N(C)C)cc2)nc1-c1ccc(C)cc1
→ -2.9	1%	1%	1%	-20%	11%	-1%	-13

Remaining list, next part
Results follow in this order: CCT chaperon mod	EPAC1 agonist	EPAC1 antag	EPAC2 antagonist	PLK1 PBD inh	WRN helicase inh	Mm-Cpn inhibitor	PI5P4K alpha inh
CC(=O)c1ccc(S(=O)(=O)N2CCC3(CC2)OCCO3)cc1
→ -2.5	1%	-9%	3%	0%	-6%	-1%	2
Cn1c(-c2ccc(F)c(F)c2)cc2onc(-c3ccccc3)c2c1=O
→ -0.1	7%	-9%	0%	-10%	2%	-3%	11
CNC(=O)CCc1ccc(OC)cc1
→ 0.9	-6%	-9%	6%	-7%	-5%	1%	5
CCOC(=O)C1=C(C)N=c2s/c(=C\c3cccc(OCC(=O)O)c3)c(=O)n2C1c1ccccc1OC (stereo not drawn)
→ 0.6	-9%	-2%	23%	0%	-1%	0%	4
Cc1nc(NNC(=O)c2ccccc2)cc(-c2ccccc2)n1
→ -1.4	3%	2%	8%	-7%	-5%	0%	0
CN(CC(=O)Nc1ccc(Cl)c(C(F)(F)F)c1)C(=O)/C=C/c1ccco1
→ 0.9	-17%	-1%	9%	-4%	-12%	1%	0
Cn1c(=O)n(Cc2ccccc2Br)c2ccccc21
→ 2.5	0%	4%	-26%	-5%	-2%	-6%	2
CC(C)NC(=O)CN1CCN(C(=O)c2ccc3oc(CCCc4ccccc4)nc3c2)CC1
→ -0.4	-6%	-5%	-3%	-4%	0%	-3%	3
CC(C)Nc1nc(NC(C)C)nc(N(C)C(N)=O)n1
→ -4.7	-1%	3%	-2%	-4%	1%	1%	.
Cc1c(NC(=O)c2cccc(NC(=O)Cc3c(F)cccc3Cl)c2)c(=O)n(-c2ccccc2)n1C
→ -2.4	0%	-28%	3%	-15%	10%	0%	-2
Fc1ccc(OCCCCCCN2CCCC2)cc1
→ -1.8	6%	9%	0%	-7%	-1%	0%	.
CCOC(=O)c1c(C)[nH]c(C)c1C=O
→ 0.1	-9%	15%	2%	8%	10%	-1%	4
Nc1ccc(S(=O)(=O)NN=Cc2ccccc2[N+](=O)[O-])cc1
→ 0.0	3%	-10%	4%	-2%	-1%	.	-2
CCN(CC)CCCN=C1N[C@@H](c2cccc(F)c2)C(C(=O)OC)=C(C)N1Cc1ccccc1
→ -0.9	2%	-6%	-5%	-15%	0%	1%	5

Compound activity (PubChem BioAssay)

Not all compounds are listed; rates above refer to the full screens.
